# Compound activity (PubChem BioAssay)
# TbREL1 inh – TbREL1 RNA ligase inhibitors, primary screen, biochemical, FRET fluorescence; hit rate 0.49% among 89,000; inhibition, % at 9.66 µM; RNA-editing ligase 1, mitochondrial (Trypanosoma brucei brucei), P86926; TbREL1 RNA ligation;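 active = inhibition above the mean inhibition across all screened compounds plus 3 SD, cut at about 11% in these data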;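 also: 0% = plate median of test wells and 100% = NSC42067 control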
# Target sequence (P86926 whole entry, looked up): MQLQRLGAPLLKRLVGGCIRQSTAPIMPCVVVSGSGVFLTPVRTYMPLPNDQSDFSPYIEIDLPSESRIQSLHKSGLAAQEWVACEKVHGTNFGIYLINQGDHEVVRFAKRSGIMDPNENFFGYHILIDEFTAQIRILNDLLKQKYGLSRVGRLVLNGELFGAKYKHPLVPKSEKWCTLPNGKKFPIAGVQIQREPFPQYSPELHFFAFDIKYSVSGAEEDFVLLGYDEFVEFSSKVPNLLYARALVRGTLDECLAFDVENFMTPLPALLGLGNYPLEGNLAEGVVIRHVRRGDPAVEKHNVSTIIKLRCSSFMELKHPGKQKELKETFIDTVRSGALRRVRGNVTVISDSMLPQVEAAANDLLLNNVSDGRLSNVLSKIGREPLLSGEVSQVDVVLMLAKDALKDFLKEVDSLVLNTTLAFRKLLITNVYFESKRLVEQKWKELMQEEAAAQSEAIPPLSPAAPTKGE
# An asterisk follows results filed as active; & = joins results of further samples.
SMILES,TbREL1 inh
O=C1CC(c2cccc(Cl)c2)CC(O)=C1C=Nc1ccccc1 (stereo not drawn),3
O=C(c1cnccn1)N(c1ccccc1)C1(C(=O)NC2CCCCC2)CCCCC1,-1
CSc1nccc(-c2c(-c3ccc(Cl)cc3)noc2C)n1,5
CCC(Sc1nc2ccccc2[nH]1)C(=O)Nc1ccc(NC(C)=O)cc1 (stereo not drawn),-1
COc1cccc(NC2c3ccccc3C(=O)N2Cc2ccccc2Cl)c1 (stereo not drawn),-2
CCOC(=O)C1=C(C)N(CCCC(=O)O)C(=O)NC1c1ccc(C(F)(F)F)cc1 (stereo not drawn),0
COc1ccc(CCn2c(C)cc(C(=O)COC(=O)c3cnccn3)c2C)cc1,-6
COC(=O)CN1C(=O)[C@H]2[C@@H](C3CC3)N3C(=O)CN(CCO)C(=O)[C@@]3(Cc3ccccc3)[C@H]2C1=O,-1
CCCCNC(=O)c1onc(CSc2nc3ccccc3[nH]2)c1C(=O)NCCCC,-1
N#Cc1cccnc1N1CCN(C(=O)COCC(=O)O)CC1,0
N#Cc1ccc(Oc2ccc(-c3nc4ccccc4nc3-c3ccccc3)cc2)cc1C#N,1
O=C(Nc1c(F)cccc1F)c1cnc(N2CCN(c3ccccn3)CC2)c2ccccc12,3
COc1ccc(S(=O)(=O)N(CCN2CCOCC2)Cc2cc(OC)ccc2OC)cc1,-3
COc1cc(/C=N\NC(=O)CNC(=O)c2cccc([N+](=O)[O-])c2)ccc1O,-2
Cc1ccc(NC(=O)/C(C#N)=N/Nc2ccc(C(=O)O)cc2)c(C)c1,-2
COc1cc(OC)c(C(=O)OCC(=O)NCCC2=CCCCC2)cc1OC,-5
O=C(Nc1ccccc1)N1CCC(C(=O)N2CCCC(C(F)(F)F)C2)CC1 (stereo not drawn),1
CC(C)c1nc2n[nH]c(N)c2c2c1CSC(C)(C)C2,1
Cc1ccc(C2C(C(=O)O)c3ccccc3C(=O)N2C)c(C)c1 (stereo not drawn),3
CC1=C(C(N)=O)C(c2ccccc2)n2nc(-c3cccc(C)c3)nc2N1 (stereo not drawn),0
CCSc1nc(=O)n(-c2ccccc2)c(C)c1C(C)=S,0
Cc1ccc(-n2nc(C(=O)NCc3ccco3)c3c4ccccc4n(C)c3c2=O)cc1,-3
CSc1nnc(Cn2c(=O)sc3ccccc32)n1-c1ccccc1,1
Oc1c(C=Nc2cccc3nsnc23)ccc2ccccc12,4
CC[C@]12C(=O)N(C)C[C@H]([C@@H]3C(=O)N(C)C(=O)[C@@H]31)N2C(=O)c1ccc(Br)cc1,0
# Remaining list, next part:
SMILES,TbREL1 inh
CC1CCN(C(=O)c2ccc3c(c2)NC(=O)CN3)CC1,-2
Cc1nn(C)cc1/C=C1\CCC/C(=C\c2cn(C)nc2C)C1=O,-5
NC(=O)C(c1ccccn1)c1ncc(C(F)(F)F)cc1Cl (stereo not drawn),3
Cc1ncc(CO)c2c1Oc1nc(-c3ccccc3)nc(SCC(=O)N3CCOCC3)c1C2,2
COc1ccc(C(=O)Nc2ccc(O)cc2C(=O)O)cc1,-2
COc1cc(S(=O)(=O)NC2CCCCC2C)ccc1Cl (stereo not drawn),0
NNC(=O)CSc1cccc2cccnc12,6
CCOC(=O)C1C(c2ccc(OC)c(OC)c2)c2c([nH][nH]c2=O)CC1(C)O (stereo not drawn),10
Cc1nc2c(N=Nc3ccccc3F)c(N)nn2c(N)c1C#N,6
CC1=NCCN1CCNC(=O)Nc1ccc(F)cc1,0
CC(C)(c1ccccc1)c1ccc(OCCCNCCO)cc1,4
O=C(Nc1cccnc1)c1ccc(NS(=O)(=O)c2cc([N+](=O)[O-])ccc2Cl)cc1,1
CCCOc1ccccc1/C=C(\C#N)C(=O)Nc1cccnc1,1
CC(C)NC(=O)c1onc(CSc2cccc3ccccc23)c1C(=O)O,0
CC(C)CC(=O)N1CCN(C(=O)CCC2CCCC2)CC1,0
CN(C)CCNc1nc2c(c(=O)[nH]c(=O)n2C)n1CCCc1ccccc1,0
Cc1ccc(Nc2n[nH]c(=S)s2)cc1F,-6
COCC(C)NC(=O)CSc1nc2ccccc2c(=O)n1CCc1ccc(S(N)(=O)=O)cc1 (stereo not drawn),0
Cc1ccc(-n2c(=O)c3c(C)c(C)sc3n(Cc3cc(=O)n4ccccc4n3)c2=O)cc1C,4
COc1ccc(NC(=O)CS(=O)(=O)c2cn(CC(=O)N3CCOCC3)c3ccccc23)cc1,3
COc1ccc(-c2csc(NC(=O)Cc3ccccc3F)n2)cc1OC,2
CCCCn1c(SCc2c(C)noc2C)nc2cc(S(N)(=O)=O)ccc21,2
COc1ccccc1N(C(C)=O)C1SC(=O)N(c2ccccc2)C1=O (stereo not drawn),7
C/C=C1\COC(C(=O)NCc2ccncc2)(C(F)(F)F)C=C1C=C1CCCCC1 (stereo not drawn),-1
COc1ccc(NC(=O)c2sc(=O)n(Cc3ccc(F)c(Cl)c3)c2C)cc1OC,-3
# Following part.
SMILES,TbREL1 inh
COc1cccc(OC)c1C(=O)NC(=O)Nc1c(F)cc(F)cc1F,0
COc1ccc(OC/C(O)=C(\C#N)c2nc3ccccc3[nH]2)cc1,-3
Nc1[nH]c(C(=O)c2ccccc2)c(-c2ccc(Br)cc2)c1C(=O)NCCc1c[nH]c2ccccc12,-3
COc1cc(-c2cc3nc4ccccc4n3c(N)c2C#N)cc(OC)c1OC,4
COc1cc(N2CCCC2)c(OC)cc1/C=C(/C#N)c1ccc(Br)cc1,-1
COC(=O)[C@@]12C[C@@H](CC(=O)N3CCCCC3)C(=O)N(Cc3ccccc3)C1=CCC(C)(C)C2,-1
COc1nc(-c2ccccc2)nc(C)c1CC(=O)O,1
N#CCC(=O)Nc1ccc(C(=O)Nc2ccc3c(c2)OCO3)cc1,0
Cc1cc(NC(=O)c2cccc(C)c2[N+](=O)[O-])no1,2
COc1ccc(NC(=O)C(Br)C(C)C)cc1 (stereo not drawn),-2
O=C(O)CSc1c2c(nc3cc(C(=O)N4CCOCC4)ccc13)CCCC2,3
Cc1cc(=O)[nH]c(SCC(=O)Nc2cccc(Cl)c2F)n1,8
CN(Cc1ccco1)c1ncnc2ccc(-c3ccc4c(c3)OCO4)cc12,5&-2
COc1ccc(-c2nc(CS(=O)CC(=O)NC3CCCCCC3)c(C)o2)cc1 (stereo not drawn),2
COc1ccc(-c2nn(-c3ccccc3)cc2C(=O)NC(=S)Nc2cc(Cl)ccc2Cl)cc1,-1
COc1ccc(NC(=O)COC(=O)c2cccc(S(=O)(=O)N(C)C)c2)cc1,2
COc1ccc(CCNC(=O)c2nnn(CC(=O)Nc3ccccc3)c2N)cc1OC,0
O=C(Cn1nnc(-c2ccccc2F)n1)Nc1ccc(F)cc1F,1
O=C(CSc1nnc(-c2ccccc2)n1-c1ccccc1)NN=Cc1ccc(-c2ccccc2)cc1,2
COc1cc(NS(=O)(=O)c2ccc(NC(=S)NC(=O)C3CCCC3)cc2)nc(OC)n1,-2
CC(C)(C)c1ccc(C(=O)N/C(=C\c2cccs2)C(=O)N2CCOCC2)cc1,-2
COC(=O)c1[nH]c(C)c(/C(O)=C2\C(=O)C(=O)N(CCN(C)C)C2c2cc(OC)ccc2OC)c1C (stereo not drawn),3
O=C(Nc1ccc(Br)cc1)C1C2C=CC3(O2)C1C(=O)N(CCN1CCOCC1)C3C(=O)NC1CCCCC1 (stereo not drawn),-3
COc1cccc(NC(=O)c2ccc(N3C(=O)C4CC=CCC4C3=O)cc2)c1 (stereo not drawn),1
O=C(NCCN1CCOCC1)c1cc2ccccc2o1,1
# Next structures.
SMILES,TbREL1 inh
Cc1cccnc1CNC(=O)C1(C)CCCN1CC(C)C (stereo not drawn),4
CC(/C=N/n1cnnc1)=C\c1ccccc1,2
O=C(CN1CCSC1=NCc1ccccc1)c1ccccc1,-1
Cc1cc(OCC(=O)NCCCN2CCOCC2)cc(C)c1Cl,-2
COc1ccccc1-n1c(SCC(=O)N2CCOCC2)nc2cccnc21,4
O=C(c1cc(S(=O)(=O)N2CCC3(CC2)OCCO3)ccc1F)N1CCCCC1,-1
O=C(C[C@H]1C[C@H](C(=O)N2CCCCC2)[C@@]2(CCc3ccccc3)c3[nH]c4ccc(Cl)cc4c3CCN2C1=O)NCc1ccco1,0
Cc1cccc(C(=O)N[C@@H](C)C(=O)N2CCN(c3ncccn3)CC2)c1,0
O=S(=O)(c1ccc2ccccc2c1)N1C=CC(C(F)(F)F)=NCC1,-2
Cc1cc2cc(CNC(=S)NC3CCCCC3)ccc2[nH]1,-5
O=C1CC2(CCCCCC2)Oc2ccccc21,-1
C#Cc1ccc([C@H]2C=C(C(=O)O)O[C@@H](OCc3ccc(CO)cc3)C2)cc1,-1
O=C(NCCc1ccccc1)c1ccccc1NS(=O)(=O)N1CCCC1,1
c1ccc(CSc2ccc(-c3ccccn3)nn2)cc1,6
Cc1cc(/C=N/n2cnnc2)c(C)n1-c1ccccc1,-1
CN1OC[C@@H]2CN(C(=O)C(C)(C)C)[C@H](c3ccc(-c4cccnc4)cc3)C[C@@H]21,1
Cc1ccc(C(=O)NCCNC(=O)c2ccc(C)nc2)cc1,0
CC(C)Oc1cc(F)ccc1-c1cc(C(=O)Nc2ccccc2)[nH]n1,7
Cc1ccc(S(=O)(=O)N2CCN(C(=O)c3ccc(OCc4c(C)noc4C)cc3)CC2)cc1,-1
CC(C)(C)C(=O)N1CCn2c1nc1ccccc12,2
COc1ccc(OCC(=O)O/N=C(\N)Cc2ccc(Cl)cc2Cl)cc1,6
Cc1cc(C)c(C)c(S(=O)(=O)N2CCN(C(=O)CNC(=O)c3ccco3)CC2)c1C,2
COc1ccccc1C(=O)NC(=O)COC(=O)Cc1ccccc1[N+](=O)[O-],-1
COc1ccc(NC(=O)N2CCCC2C(=O)Nc2ccc(C)c(Cl)c2)cc1 (stereo not drawn),4
COCCNC(=O)C(c1ccc(OC)cc1)N(Cc1ccco1)C(=O)CCC(=O)Nc1ccccn1 (stereo not drawn),-1

# Ordered by length of the SMILES (lowest first): 17 of the compounds above
SMILES,TbREL1 inh
O=C1CC2(CCCCCC2)Oc2ccccc21,-1
CC(/C=N/n1cnnc1)=C\c1ccccc1,2
c1ccc(CSc2ccc(-c3ccccn3)nn2)cc1,6
Cc1cc(/C=N/n2cnnc2)c(C)n1-c1ccccc1,-1
Cc1cc2cc(CNC(=S)NC3CCCCC3)ccc2[nH]1,-5
Cc1ccc(C(=O)NCCNC(=O)c2ccc(C)nc2)cc1,0
COc1ccccc1-n1c(SCC(=O)N2CCOCC2)nc2cccnc21,4
COc1ccc(OCC(=O)O/N=C(\N)Cc2ccc(Cl)cc2Cl)cc1,6
O=S(=O)(c1ccc2ccccc2c1)N1C=CC(C(F)(F)F)=NCC1,-2
COc1ccc(NC(=O)N2CCCC2C(=O)Nc2ccc(C)c(Cl)c2)cc1 (stereo not drawn),4
COc1ccccc1C(=O)NC(=O)COC(=O)Cc1ccccc1[N+](=O)[O-],-1
C#Cc1ccc([C@H]2C=C(C(=O)O)O[C@@H](OCc3ccc(CO)cc3)C2)cc1,-1
Cc1cc(C)c(C)c(S(=O)(=O)N2CCN(C(=O)CNC(=O)c3ccco3)CC2)c1C,2
COCCNC(=O)C(c1ccc(OC)cc1)N(Cc1ccco1)C(=O)CCC(=O)Nc1ccccn1 (stereo not drawn),-1
Cc1ccc(S(=O)(=O)N2CCN(C(=O)c3ccc(OCc4c(C)noc4C)cc3)CC2)cc1,-1
CN1OC[C@@H]2CN(C(=O)C(C)(C)C)[C@H](c3ccc(-c4cccnc4)cc3)C[C@@H]21,1
O=C(C[C@H]1C[C@H](C(=O)N2CCCCC2)[C@@]2(CCc3ccccc3)c3[nH]c4ccc(Cl)cc4c3CCN2C1=O)NCc1ccco1,0

# Following part:
SMILES,TbREL1 inh
O=C(Nc1ccccc1)C1Cc2c(-c3cccc(F)c3)ccnc2O1 (stereo not drawn),0
Cc1cc(C)cc(Oc2ccc(C(F)(F)F)cc2C#N)c1,2
COCCC(=O)N1CCC(Oc2ccc(C(=O)N3CCC[C@H]3CO)cc2)CC1,4
FC(F)(F)c1ccc(CN2C[C@@H]3C(c4ccc(Cl)nc4)C4(c5cccnc5)CC3(C4)[C@H]2c2ccccc2)cc1 (stereo partly drawn),1
COc1cccc(C(=O)N(CN2CCCC2=O)c2ccccc2OC)c1,2
CCC(=O)N1CCc2cc(Br)cc(S(=O)(=O)CCC(=O)NCCOC)c21,0
CC(C)COc1ccc(C(=O)Nc2ccccc2[N+](=O)[O-])cc1,1
Cc1ccc(NC(=O)C(C)Sc2nnc(C3CC3)n2C2CC2)cc1S(=O)(=O)N1CCOCC1 (stereo not drawn),6
Cc1ccc(C)c(S(=O)(=O)N2CC(=O)N(CCc3ccccc3)C(=O)C2)c1,-4
CC(C)C(=O)Nc1ccc(S(=O)(=O)N2CCC(c3nc4ccccc4[nH]3)CC2)cc1,-1
COc1ccc(C2CC(c3cccs3)=NN2C(=O)CSC2=NCCS2)cc1 (stereo not drawn),-2
C[C@H](CO)N1C[C@H](C)[C@H](CN(C)C(=O)Cc2ccncc2)Oc2ncc(Br)cc2C1=O,2
Cc1nc(SCc2nc3ccc(F)cc3[nH]2)c2oc3ccccc3c2n1,0
O=C(CC1SCCNC1=O)Nc1ccccc1Cl (stereo not drawn),3
O=Cc1c(SCCO)nc2ccccn2c1=O,0
O=Cc1cscc1[B-](F)(F)F,1
COc1ccc2c(Cl)c(C(=O)N/N=C/c3cccnc3)sc2c1,0
CCN(CC)C(=O)CSc1nc(C)cc(-c2cccs2)c1C#N,-1
CN(C)c1ccc(/C=C/c2nc3ccccc3s2)cc1,0
COc1cc(C2NC(=O)NC(c3ccccc3)=C2C(C)=O)cc(Cl)c1OCC(=O)O (stereo not drawn),0
Cc1cc(N2CCC(C(=O)NC3CC3)CC2)nc(-c2ccccc2)n1,-2
Cc1ccc(-c2cc(C(=O)NCc3cn(C)nc3C)c3cc(Br)ccc3n2)cc1,1
CC(C)C(=O)Nc1cccc(-c2nc3ccccc3o2)c1,2
C=CCOC(=O)N1CCC(NS(=O)(=O)c2ccc3c(c2)CCN3C(C)=O)CC1,0
COc1ccc(C(=O)NC(=S)N2CCC(C)CC2)cc1,-3
O=C1CSC(c2cccnc2)N1Cc1cccnc1 (stereo not drawn),-1

# An excerpt (hit frequency here may not be typical).
